From PubChem
Keap1 Nrf2 FP = Keap1-Nrf2 (human) interaction inhibition; hit rate 0.15% among 340,000; Keap1 Kelch-Nrf2 peptide fluorescence polarization, 1536-well; Q14145; inhibition, % at 9.4 µM; AID 504523; in the data active = inhibition above about 12%;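 also: human Keap1 Kelch domain with fluorescein labeled Nrf2 9mer peptide probe; 0% = neutral control wells and 100% = peptide positive control; higher means more block of Keap1 binding to Nrf2 peptide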
Arrestin-AP2 inh = inhibitors of human beta-arrestin and AP2 interaction. FITC-arrestin peptide / GST-AP2 beads, flow cytometry; AP2 beta2 appendage carries R879A mutation. inhibition, % at 10 µM. AID 504490. hit rate 0.31% among 340,000;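 active = inhibition above a set limit, near 3 SD of compounds lacking own fluorescence, cut at about 54% in these data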;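 also: plate controls were DMSO wells for no effect and 5 µM unlabelled arrestin peptide for full effect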
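Test system: GST-tagged AP2 beta2-adaptin appendage (R879A) on 4 µm glutathione beads; also added: fluorescein-tagged arrestin peptide at 50 nM final; timing: 12 min plus 1 h, RT; signal: flow cytometry, FL1 (488/535 nm); read-out: percent drop in bead-associated FITC signal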
C-LANA FP = inhibitors of KSHV LANA C-terminal domain DNA binding; MBP-C-LANA/FAM-LBS DNA binding, fluorescence polarization; hit rate 0.078% among 340,000; inhibition, % at 9 µM;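 active = highest replicate inhibition at or above 60% at 9 µM, even if other replicates fall short; inactive = all replicates below 60% inhibition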;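 also: 0% = neutral control wells and 100% = 4 µM acridine orange control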
CAL PDZ FP-1 = blocks peptide binding to human CAL PDZ domain; Q9HD26; purified CAL PDZ, TMR-peptide fluorescence polarization, 1 h; inhibition, % at 20 µM; hit rate 0.02% among 330,000; AID 504414;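 active = highest replicate inhibition of at least 40%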;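 also: plate controls were DMSO neutral control wells for no effect and unlabeled competitor peptide control wells for full effect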
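Assay system – tagged CAL PDZ protein CerCALP, purified · Timing – 1 h at RT · Compound – single point, 20 µM · Measured by – fluorescence polarization from S- and P-plane intensities, G-factor corrected · Evaluation – inhibition from polarization loss · Probe or stimulus – TMR reporter peptide T*-PRC34 · Buffer or medium – pH 7.4 phosphate-saline buffer, reducing agent, detergent, IgG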
DSG3 Ab inh = blocks pemphigus antibody binding to human desmoglein-3. P32926. binding (percent of control), % at 10 µM. DSG3-coupled beads, scFv-anti-DSG3-GFP binding, flow cytometry; active compounds read low. hit rate 0.48% among 310,000;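 active = binding more than 3 SD below its plate's average and above zero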;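 also: hits lower antibody fragment binding to DSG3; some compounds called inactive have numbers as strong as hits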
CAL PDZ FP-2 = inhibitors of human CAL PDZ peptide binding; hit rate 0.92% among 300,000; purified CAL PDZ, TMR-peptide fluorescence polarization, 1 h; AID 602252; Q9HD26; inhibition, % at 24.9 µM;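 active = mean inhibition of at least 30% with at least half of replicates also reaching 30%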;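 also: 0% = DMSO neutral control and 100% = excess unlabeled competitor peptide PRC23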
NSD2 inh = inhibitors of human histone methyltransferase NSD2. inhibition, % at 12.5 µM. NSD2 peptide methylation, AlphaScreen, 120 min. hit rate 0.54% among 310,000. O96028; in the data active = inhibition above about 50%
Target sequence (O96028 whole entry, looked up): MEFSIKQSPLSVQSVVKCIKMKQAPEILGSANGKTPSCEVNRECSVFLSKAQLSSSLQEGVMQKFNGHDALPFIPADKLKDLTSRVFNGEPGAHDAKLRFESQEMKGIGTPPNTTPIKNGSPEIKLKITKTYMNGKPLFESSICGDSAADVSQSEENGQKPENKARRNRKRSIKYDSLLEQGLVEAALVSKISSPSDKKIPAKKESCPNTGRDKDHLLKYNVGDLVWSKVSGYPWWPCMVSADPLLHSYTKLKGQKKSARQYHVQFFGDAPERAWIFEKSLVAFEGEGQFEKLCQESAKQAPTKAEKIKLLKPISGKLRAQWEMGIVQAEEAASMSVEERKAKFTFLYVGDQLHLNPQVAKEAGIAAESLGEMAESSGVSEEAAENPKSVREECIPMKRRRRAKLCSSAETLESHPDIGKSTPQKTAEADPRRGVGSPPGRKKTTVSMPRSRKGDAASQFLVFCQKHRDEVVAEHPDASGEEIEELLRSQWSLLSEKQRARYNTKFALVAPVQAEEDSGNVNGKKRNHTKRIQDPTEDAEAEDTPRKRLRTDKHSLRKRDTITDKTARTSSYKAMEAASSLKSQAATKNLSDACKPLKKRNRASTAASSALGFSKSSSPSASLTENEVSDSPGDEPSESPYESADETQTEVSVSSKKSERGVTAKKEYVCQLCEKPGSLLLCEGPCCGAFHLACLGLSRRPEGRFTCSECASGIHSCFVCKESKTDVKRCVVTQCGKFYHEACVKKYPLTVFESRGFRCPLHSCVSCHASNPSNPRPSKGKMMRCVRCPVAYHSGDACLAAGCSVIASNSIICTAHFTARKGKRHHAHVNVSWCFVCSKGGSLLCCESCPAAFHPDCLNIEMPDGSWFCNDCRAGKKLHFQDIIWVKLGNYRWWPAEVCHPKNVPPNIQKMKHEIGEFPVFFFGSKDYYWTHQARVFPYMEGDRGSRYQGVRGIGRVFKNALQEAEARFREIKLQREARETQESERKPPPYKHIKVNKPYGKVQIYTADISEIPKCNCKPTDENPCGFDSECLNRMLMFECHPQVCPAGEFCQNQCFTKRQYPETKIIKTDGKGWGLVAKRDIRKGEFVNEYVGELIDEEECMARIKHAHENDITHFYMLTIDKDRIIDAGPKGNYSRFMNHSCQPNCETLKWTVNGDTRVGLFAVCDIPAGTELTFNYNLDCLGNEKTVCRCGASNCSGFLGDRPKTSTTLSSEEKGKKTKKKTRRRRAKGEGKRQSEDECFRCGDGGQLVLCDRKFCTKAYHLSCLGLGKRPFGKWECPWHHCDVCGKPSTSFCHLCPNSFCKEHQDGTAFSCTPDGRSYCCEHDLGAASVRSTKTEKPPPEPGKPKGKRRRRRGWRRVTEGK
DAGLB inh = blocks human DAGLB lipase activity; Q8NCG7; HEK293T DAGLB membrane lysate, EnzChek fluorogenic substrate; inhibition, % at 5.17 µM; hit rate 0.059% among 340,000; AID 504411; in the data active = inhibition above about 34%;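 also: 0% = enzyme with vehicle and 100% = wells lacking enzyme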
V-ATPase pH = yeast V-ATPase proton transport regulation by pHLuorin. response, % at 10 µM. S. cerevisiae, pHLuorin cytosolic pH fluorescence. hit rate 0.37% among 350,000; in the data active = response mostly above about 7.3%, no sharp cut-off; inactive = mostly below about 5.4%; also: actives read high; inactives centre near 0; some compounds called inactive have numbers as strong as hits; reference of the scale not given here
RTF Ca sens inh = cardiac RTF calcium desensitization | P19429+P45379 | IANBD-labeled cardiac RTF, Ca2+ fluorescence | inhibition, % at 7.15 µM | hit rate 0.12% among 340,000;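 active = inhibition above the mean inhibition of all tested compounds plus 3 SD, cut at about 17% in these data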;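 also: assay run at fixed EC70 calcium of 1.6 mM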
The depositor's hits bear a star; . = not tested or not shown. These rows are one share of the data; count on the stated rates, not on these rows.

SMILES	Keap1 Nrf2 FP	Arrestin-AP2 inh	C-LANA FP	CAL PDZ FP-1	DSG3 Ab inh	CAL PDZ FP-2	NSD2 inh	DAGLB inh	V-ATPase pH	RTF Ca sens inh
O=C(NCc1ccc(F)cc1)C(C(=O)NCc1ccc(F)cc1)c1ncc(C(F)(F)F)cc1Cl	-1	12	1.4	-1.3	99	-4	4	-1	0	2
O=C(COC(=O)c1cccc(NC(=O)c2ccco2)c1)c1ccc(Br)cc1	-1	2	0.2	-2.0	104	-3	-1	-3	1	-9
CC(C)[C@H](NS(=O)(=O)c1ccccc1)C(=O)OCc1cc([N+](=O)[O-])cc2c1OCOC2	-5	14	-2.0	0.4	97	-7	-1	-2	3	3
C/C=C(/C)C(=O)O[C@@H]1c2c(ccc3ccc(=O)oc23)O[C@@H]1C(C)(C)OC(C)=O	2	-4	2.7	-0.1	106	-4	.	-5	-2	4
COc1ccc(-n2cnc3cc(NCc4ccco4)ccc32)cc1	1	9	-1.4	0.6	109	0	6	1	1	-6
COCCN(Cc1cc2cc3c(cc2nc1Cl)OCO3)C(C)=O	-1	-9	0.1	-0.3	99	2	-1	0	-2	2
CCN(CC)CCN(C(=O)c1ccc2c(c1)CCCC2)c1nc2c(OC)cccc2s1	.	.	.	.	103	.	1	-5	-3	.
Cc1cc2c(C)nc(-c3ccccc3)nc2o1	1	20	1.9	-1.9	108	0	-24	-3	1	-9
COCCCNCCCOc1ccc(Cl)cc1C(C)(C)C	-1	1	3.7	-1.1	114	-5	-1	2	0	2
CCOC(=O)c1cn2nc(N3CCCC3)ccc2n1	4	8	-1.5	-0.6	.	-3	0	0	2	8
O=C(Nc1nccs1)c1nc[nH]c1C(=O)NCc1ccccc1	2	23	-0.2	-0.8	93	1	.	-5	-3	-8
NC(=O)CC(NC(=O)Cc1ccc(Cl)cc1)c1ccc(NC2CC3CCC2C3)c([N+](=O)[O-])c1 (centres undefined)	-6	7	-1.4	0.0	94	-2	.	10	-5	-2
O=C1CC(c2ccco2)CC(O)=C1C=Nc1cc(Cl)ccc1Cl (centres undefined)	4	4	2.3	0.0	99	0	3	-2	-4	-4
COc1ccccc1-c1nnc(NC(=O)CSc2nncn2C)s1	2	0	-0.4	-2.3	84	-3	-2	1	-3	0
Cc1cc(C(=O)NCCCn2ccnc2)sc1-c1ccccc1	-3	22	-1.0	-1.8	91	.	.	0	-1	0
CN(C)c1cccc(C(=O)OCC(=O)N(Cc2ccccc2)C2CCS(=O)(=O)C2)c1 (centres undefined)	3	-2	-1.0	-1.1	102	0	-2	-1	8	-4
CC(C)N1CCc2c(sc(NC(=O)c3ccc(S(=O)(=O)N4CCOCC4)cc3)c2C(N)=O)C1	-5	0	0.0	-1.7	107	0	.	-1	-2	-7
CCOC(=O)C1=C(CNCc2ccc(C)cc2)NC(=O)NC1c1cc(C)ccc1C (centres undefined)	-4	-6	0.2	-2.9	98	.	4	4	0	-9
COc1cc(-c2nnc(-c3ccncc3)o2)ccc1OCc1ccccc1	-2	7	0.0	-0.1	103	1	-1	0	2	-7
Cc1ccc(NC(=O)NC(=O)CN2C(=O)NC3(CCCCCCC3)C2=O)c(C)c1	-4	-2	4.3	-1.0	102	0	0	4	-5	-12
Cc1c(C(=O)N2CCOCC2)sc2ncnc(N3CCc4ccccc4C3)c12	-9	-11	0.0	-1.6	107	-3	5	-2	1	-6
Cc1ccc(-c2cc(C(F)(F)F)nc(SCC(=O)c3cccc([N+](=O)[O-])c3)n2)cc1	-3	-7	-0.5	-2.1	86	0	-2	0	-2	-17
Cc1sc2ncnc(N/N=C/c3ccccc3O)c2c1C	2	15	0.8	-1.2	118	.	-1	3	0	6
O=c1c(Cc2ccc(F)cc2)c(O)ccn1CC1CCCO1 (centres undefined)	-2	14	1.5	-6.5	102	-4	-2	2	3	-1
Cc1ccc(-c2nnn(CC(=O)Nc3ccc(S(=O)(=O)N4CCC(C)CC4)cc3)n2)cc1	-6	-1	1.1	0.0	97	-3	-1	-7	-3	3
N=C1C(c2nc(-c3ccc(Cl)cc3)cs2)=C(O)CN1CCCN1CCOCC1	-2	1	-1.1	0.6	101	-8	-1	6	6	-2
CCOC(=O)CSc1nc2c(sc(=S)n2Cc2ccco2)c(=O)n1-c1ccccc1	2	6	-0.7	-0.5	98	-2	2	-8	2	1
COc1ccc(Cl)cc1C(=O)Nc1ccccc1N1CCN(C)CC1	-2	-7	-2.6	.	101	-6	6	1	-1	-10
O=C(Cn1nc(-c2cccc(Cl)c2)ccc1=O)Nc1ccc(C(=O)NC2CC2)cc1	-4	-11	-0.8	3.4	117	2	-3	-1	0	-9
Cc1cc(C(=O)N(Cc2nnc(-c3ccc(Cl)cc3)o2)C(C)C)c2ccccc2n1	-3	43	-6.2	-1.6	98	-2	-1	0	1	-1

Reprinted from the part before: two entries; new compounds follow.
SMILES	Keap1 Nrf2 FP	Arrestin-AP2 inh	C-LANA FP	CAL PDZ FP-1	DSG3 Ab inh	CAL PDZ FP-2	NSD2 inh	DAGLB inh	V-ATPase pH	RTF Ca sens inh
O=C(Cn1nc(-c2cccc(Cl)c2)ccc1=O)Nc1ccc(C(=O)NC2CC2)cc1	-4	-11	-0.8	3.4	117	2	-3	-1	0	-9
Cc1cc(C(=O)N(Cc2nnc(-c3ccc(Cl)cc3)o2)C(C)C)c2ccccc2n1	-3	43	-6.2	-1.6	98	-2	-1	0	1	-1
O=C(Nc1ccc(Cl)cn1)C1CCN(c2ncnc3c2nc2n3CCCCC2)CC1	-2	0	1.3	-1.9	.	13	-4	1	-2	0
O=C(Nc1nnc(C2=COCCO2)o1)C1CCCCC1	-1	59*	0.1	-0.6	.	3	10	0	3	8
CCCCCC(=O)NC(CC(=O)OC)c1ccc2c(c1)OCO2 (centres undefined)	-4	-8	-0.1	-0.1	116	2	-1	-2	0	4
COc1ccc(-c2cc(C3CCN(c4ccc(C(C)=O)cc4[N+](=O)[O-])CC3)[nH]n2)cc1	-1	-2	0.6	-1.2	.	-3	1	9	3	-6
Cc1ccc(N(C(C)C(=O)N2CCCCC2)S(C)(=O)=O)cc1C (centres undefined)	3	16	2.7	-2.6	105	.	0	-2	4	3
Cc1ccc(CNC(=O)CN(C(=O)C2(C)CC(=O)N=C3C=CC=CN32)c2ccccc2)cc1 (centres undefined)	0	0	4.4	-2.1	97	3	-2	-1	4	-6
CC(C)C(=O)Nc1nnc(Cc2ccccc2)s1	2	0	-0.9	-2.3	97	.	5	3	2	-4
CC(=O)N1c2ccccc2C(=O)OC1c1cccnc1 (centres undefined)	-1	3	1.0	-1.4	95	-5	-5	-2	-4	-4
c1ccc(-c2noc(-c3ccc4c(c3)OCO4)n2)cc1	-4	0	0.6	-0.4	80	4	-3	-26	-3	11
CC(=O)[C@H]1[C@@H]2C(=O)N(c3cccc(Cl)c3)C(=O)[C@@H]2[C@H]2c3ccccc3C=CN21	5	38	2.2	0.0	.	0	.	-1	3	-26
CNc1nc(-c2ccc(S(=O)(=O)N3CCCCC3)cc2)cs1	1	-8	1.6	-0.4	82*	.	0	1	-1	-10
O=C(CSc1ccc(-c2ccc(F)cc2)nn1)N1CCN(c2ccccc2)CC1	3	9	1.7	-0.3	84*	-4	-2	-1	4	-7
CCC1(C)Cc2ccccc2-c2nc(NCCCO)n(C)c(=O)c21 (centres undefined)	0	-23	2.0	-1.1	111	.	-3	-1	-4	2
COc1cc(C2C3=C(CC(C)(C)CC3=O)N(C)C(=O)N2C)cc(OC)c1OC (centres undefined)	0	4	-0.8	-1.1	98	-1	8	-1	7	-7
O=C(c1cn(-c2ccccc2)nc1-c1cccnc1)N1CCN(S(=O)(=O)c2ccccc2F)CC1	-2	-2	-1.0	0.7	102	-4	3	-1	9	3
O=C(CN(c1ccc([N+](=O)[O-])cc1)S(=O)(=O)c1ccccc1)N1CCCCC1	-1	17	0.6	-0.6	101	0	1	-1	2	-1
Cc1ccnc(NC2(C(F)(F)F)N=C3SCCN3C2=O)c1 (centres undefined)	2	1	0.3	-1.0	133	-2	-5	0	6	-13
Cc1cc(Cl)n2ncc(-c3ccccc3)c2n1	-1	4	1.4	-0.2	110	.	-4	-10	0	-4
COc1ccc(N2CCN(C(=O)c3cc4ccccc4o3)CC2)cc1	3	38	-0.5	0.4	107	-3	-4	-3	-1	-13
Nc1nnc(SCC(=O)N2CCN(c3cccc(Cl)c3)CC2)n1-c1ccccc1	5	-1	-0.4	-0.4	106	.	-5	0	-1	1
COc1ccc(NC(=O)c2sc3ncn(CC(=O)N4CCN(c5ccccn5)CC4)c(=O)c3c2C)cc1OC	2	20	2.3	-2.6	83	-1	1	-1	1	5
COc1ccc(N2CCN(C(=O)CN(c3cccc(OC)c3)S(=O)(=O)c3ccccc3)CC2)cc1	-2	-5	-1.4	-0.2	103	-2	3	1	-1	4
Fc1ccccc1/C=N/n1cnnc1	1	13	0.2	-2.2	96	-5	-2	1	-1	-1
CC(C)(C)[C@H](N)C(=O)N[C@H]1CCC2C3CC=C4C[C@@H](O)CC[C@]4(C)C3CC[C@@]21C (some centres undefined)	-2	-8	0.4	-1.6	89	-1	0	-2	6	-6
Cc1ccnc(NC(=O)CCC(=O)N(CC(=O)NCc2ccc(F)cc2)c2cccc(F)c2)c1	-3	15	-1.0	-1.6	107	2	4	2	1	-15
Cc1cccn2c(=O)c3cc(C(=O)NCc4ccco4)c(=N)n(C4CCCCC4)c3nc12	-2	1	-0.6	-0.8	91	-13	-2	1	0	-27
CCNc1nc2c(c(=O)[nH]c(=O)n2C)n1CC(C)C	-7	-2	-1.6	-0.5	107	.	.	-1	-2	-7
COc1ccc(C(=O)NCC(=O)N/N=C/c2cccc(OC(=O)c3ccco3)c2)cc1OC	-4	13	-1.0	0.5	99	.	-1	-6	2	1
Cc1nn(C)c(C)c1CN(C)C(=O)c1cnn2c1NC(c1ccccc1)CC2C(F)(F)F (centres undefined)	3	-4	1.4	-1.6	96	-2	.	1	2	-3
O=C(N/C(=C\c1ccccc1)C(=O)N1CCCCCC1)c1ccccc1	3	27	0.6	.	95	-2	3	-3	-1	-1
Cc1ccc2[nH]c3nc(SCC#N)nnc3c2c1	-5	18	-0.7	-1.5	103	-5	-1	-9	-1	-7
Cc1ccccc1C(=O)Oc1cc(N)n(S(=O)(=O)c2ccccc2)n1	0	-7	1.6	-3.2	85	-2	0	-1	5	4
